Compound activity: PubChem, several laboratories
JNK3 blocker = blocks human JNK3 kinase activity. P53779. purified JNK3 kinase activity, HTS. inhibition, % at 8 µM. 60,000 tested, 0.61% active; in the data active means inhibition above about 17%;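 further: 0% = DMSO and 100% = reference inhibitor; many of its hits are not listed in these tables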
Abs 340nm = absorbance at 340 nm; compound absorbance at 340 nm, fold over control; fold change at 10 µM; 65,000 tested, under 10 active; AID 708;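 active means at 10 µM dose, initial 340 nm absorbance at least 2 fold that of control wells; inactive means change under 2 fold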;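 further: initial absorbance extrapolated from kinetic A340 decline of NADH oxidation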
HEK293 NFkB inh = lowers PMA/ionomycin-induced NF-kB signal in HEK293 cells | HEK-293 NF-kB luciferase reporter, luminescence | inhibition, % at 3 µM | 62,000 tested, 0.21% active | AID 465;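 active means inhibition above the mean of all tested compounds plus 3 SD, cut at about 40% in these data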;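 further: 0% = stimulated DMSO wells and 100% = 10 µM reference inhibitor 5653914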
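System: NF-kB luciferase reporter HEK-293 cells | Replication: Single test | Control set: DMSO vs reference inhibitor | Evaluation: % inhibition | Schedule: 1 h pretreatment, 16 h stimulation, 37 °C | Probe or stimulus: PMA with ionomycin | Compound dosing: One dose, 3 µM | Detection: Luciferase luminescence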
MMP-13 inhibitor = MMP13 (human) collagenase inhibition. MMP-13 fTHP FRET cleavage, Mca fluorescence. inhibition, % at 4 µM. 65,000 tested, 0.07% active. AID 570;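 active means inhibition above the mean of compound-free control plate wells plus 3 SD, cut at about 14% in these data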;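 further: 0% = DMSO wells and 100% = wells with reference MMP-13 inhibitor after basal subtraction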
NADH enzymes = blocks coupling enzymes of NAD/NADH assays; AID 774; 65,000 tested, 0.02% active; IC50, µM (highest dose often 10 µM), for the others: at the top dose inhibition; coupled PK/LDH NADH assays, four targets;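 active means single-dose screening hits from any of four coupled enzyme assays that gave an IC50 when retested across doses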;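 further: the DPM-DC format reads NADH fluorescence rather than 340 nm absorbance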
ROCK2 blocker = blocks human Rho kinase 2 activity | O75116 | purified ROCK2, Kinase-Glo ATP depletion luminescence | inhibition, % at 6 µM | 60,000 tested, 0.35% active | AID 604;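 active means inhibition above the screen-wide mean inhibition plus 3 SD, cut at about 18% in these data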;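 further: plate controls were DMSO wells for no effect and Y-27632 control wells after no-enzyme background subtraction for full effect; many of its hits are not listed in these tables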
Target sequence (O75116 whole entry, looked up): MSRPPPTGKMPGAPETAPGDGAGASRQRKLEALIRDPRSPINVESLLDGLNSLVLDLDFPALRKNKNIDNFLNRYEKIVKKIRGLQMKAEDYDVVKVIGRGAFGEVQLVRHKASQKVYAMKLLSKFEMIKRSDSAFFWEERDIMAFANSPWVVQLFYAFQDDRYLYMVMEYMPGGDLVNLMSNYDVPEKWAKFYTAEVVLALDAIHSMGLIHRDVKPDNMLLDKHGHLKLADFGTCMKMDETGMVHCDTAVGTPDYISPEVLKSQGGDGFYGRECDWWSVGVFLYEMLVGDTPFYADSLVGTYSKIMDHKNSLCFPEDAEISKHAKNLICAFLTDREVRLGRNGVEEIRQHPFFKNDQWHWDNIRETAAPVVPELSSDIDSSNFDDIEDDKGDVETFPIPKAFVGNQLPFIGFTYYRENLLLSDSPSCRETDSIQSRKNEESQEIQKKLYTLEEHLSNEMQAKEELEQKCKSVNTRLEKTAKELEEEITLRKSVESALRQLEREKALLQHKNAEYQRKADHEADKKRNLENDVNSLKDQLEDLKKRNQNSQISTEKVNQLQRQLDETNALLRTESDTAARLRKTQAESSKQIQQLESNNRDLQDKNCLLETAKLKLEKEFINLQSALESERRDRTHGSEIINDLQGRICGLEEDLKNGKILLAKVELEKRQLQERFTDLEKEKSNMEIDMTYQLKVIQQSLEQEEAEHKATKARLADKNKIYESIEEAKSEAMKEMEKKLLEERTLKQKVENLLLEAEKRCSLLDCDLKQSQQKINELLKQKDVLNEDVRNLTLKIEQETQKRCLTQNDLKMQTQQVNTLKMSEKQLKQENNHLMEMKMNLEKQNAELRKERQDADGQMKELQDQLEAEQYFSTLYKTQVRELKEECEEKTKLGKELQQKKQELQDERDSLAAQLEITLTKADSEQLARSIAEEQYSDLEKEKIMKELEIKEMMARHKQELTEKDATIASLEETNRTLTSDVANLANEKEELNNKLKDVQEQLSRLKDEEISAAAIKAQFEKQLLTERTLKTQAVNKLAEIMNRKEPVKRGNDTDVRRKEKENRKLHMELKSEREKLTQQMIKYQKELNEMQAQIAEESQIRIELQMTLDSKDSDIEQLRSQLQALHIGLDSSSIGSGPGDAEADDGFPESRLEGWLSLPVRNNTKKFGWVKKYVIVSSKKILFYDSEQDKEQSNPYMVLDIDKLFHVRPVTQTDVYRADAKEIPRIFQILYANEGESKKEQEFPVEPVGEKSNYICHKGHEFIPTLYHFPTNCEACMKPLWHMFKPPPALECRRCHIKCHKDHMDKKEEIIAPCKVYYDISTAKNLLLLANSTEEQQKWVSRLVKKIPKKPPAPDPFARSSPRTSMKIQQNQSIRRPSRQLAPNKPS
tolC growth inh = E. coli tolC mutant growth inhibition; E. coli BW25113 tolC mutant growth, OD615; growth inhibition, % at 10 µM (by protocol); 65,000 tested, 2.2% active; AID 573;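 active means growth inhibition at or above a cutoff equal to the mean over every tested compound plus 3 SD, cut at about 60% in these data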;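 further: growth measured after 20 h incubation at 37 °C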
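Test system: tolC-deleted E. coli BW25113 | Medium: LB with kanamycin 50 µg/mL | Compound dosing: Single concentration, 10 µM final per compound | Schedule: 37 °C, 20 h exposure | Measured by: OD at 615 nm | Evaluation: Percent growth inhibition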
PKA inh = PKA (human) kinase inhibition. PKA Kemptide phosphorylation, Kinase-Glo ATP luminescence. P17612. AID 524. inhibition, % at 6 µM. 65,000 tested, 0.1% active;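 active means inhibition above the screen-wide mean inhibition plus 3 SD, cut at about 21% in these data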; further: many of its hits are not listed in these tables
Fluor 339 460 = intrinsic fluorescence of library compounds, ex339/em460 – biochemical, MLSMR library, data from DPM-DC assay, artefact control, profiling panel | compound autofluorescence, ex339/em460 nm, NADH buffer; active compounds read high; 1 = no-compound wells, NADH background | 65,000 tested, 5.5% active | fluorescence fold increase at 10 µM;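 active means at 10 µM, mean starting fluorescence two-fold or more over control wells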;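 further: signal is the first read of a kinetic run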
* hit, by the source's call; . = not tested or not shown; [ ] = dose if it differs, or a comment.

SMILES	JNK3 blocker	Abs 340nm	HEK293 NFkB inh	MMP-13 inhibitor	NADH enzymes	ROCK2 blocker	tolC growth inh	PKA inh	Fluor 339 460
O=C(Nc1c(C(=O)N2CCOCC2)cnn1-c1ccccc1)c1ccccc1	-1.0	1.05	17.7	0.9	5.0%	4.3	-11.1	2.3	1
CCOC(=O)C1=C(C)N=c2s/c(=C\c3cccn3C)c(=O)n2C1c1cccc(OC)c1OC (stereo unspecified)	-0.6	1.01	21.7	-2.9	3.0%	6.5	8.4	7.1	1
CCOc1ccc(C2c3c(oc4ccccc4c3=O)C(=O)N2CCCN2CCOCC2)cc1 (stereo unspecified)	-1.9	1.04	2.8	0.8	4.0%	1.1	0.3	2.2	1.11
CSCCC(NC=C1C(=O)OC(C)(C)OC1=O)C(=O)O (stereo unspecified)	7.6	0.97	12.8	-1.6	3.0%	2.7	-14.3	1.8	1.41
COCCN1C(=O)C(=O)/C(=C(/O)c2ccc3c(c2)OCCO3)C1c1ccc(C(=O)OC)cc1 (stereo unspecified)	1.6	1.1	13.3	0.5	5.0%	5.6	3.7	11.4	1.1
COCCNC(=O)C(C)N(c1ccc(Oc2ccccc2)cc1)S(C)(=O)=O (stereo unspecified)	-3.2	0.99	8.6	0.7	5.0%	-1.6	-7.4	-5.2	1.04
COc1ccc(-n2nnnc2SCC(=O)N2CCOCC2)cc1	-0.3	0.98	8.5	0.9	2.0%	3.1	-9.6	-3.9	1
COc1ccc(CNC(=O)CS(=O)Cc2nc(-c3ccccc3C)oc2C)cc1 (stereo unspecified)	-0.8	1.03	26.1	-3.2	9.0%	-3.6	0.3	-4.3	1.09
COc1cccc(OCc2nnc(SC)n2C)c1	-6.0	0.99	-0.3	-2.0	2.0%	-1.9	6.9	11.8	1.16
O=C(Nc1ccccc1)N(CCCN1CCOCC1)Cc1cc2cc3c(cc2[nH]c1=O)OCCO3	-8.4	1.04	2.0	-29.1	5.0%[fluoresces]	-2.4	-1.9	4.5	2.5*
CCOc1cc(C(=S)N2CCN(C)CC2)ccc1OCC(=O)N1CCOCC1	-3.4	1.02	5.0	1.4	3.0%	-0.7	-19.6	0.1	1.08
COC(=O)c1ccc(CSc2nccn2C)cc1	-6.9	1.03	10.3	1.4	3.0%	1.0	-7.6	-0.1	1.06
COc1ccc(C)cc1NC(=O)CN1CCN(S(=O)(=O)c2ccc(Cl)cc2)CC1	-0.1	0.99	14.7	-0.8	11.0%	3.1	-4.3	-1.5	0.98
C=CCc1cccc2cc(C(=O)NC)c(=O)oc12	3.0	1.08	3.3	-11.0	10.0%	6.6	-11.1	11.3	1.76
O=C(Nc1ccc2nsnc2c1)c1cccs1	4.4	1.04	-2.2	0.0	4.0%	9.3	28.9	8.4	1.32
O=C(O)c1ccc2c(c1)N(Cc1cccc(F)c1)C(=O)CS2	-3.3	1.06	17.4	3.4	0.0%	2.2	10.2	-2.8	1.15
C(=NC12CN3CN(CN(C3)C1)C2)c1ccc2c(c1)OCO2	-6.1	1.05	17.4	0.3	4.0%	-2.9	-18.2	-4.4	1.13
CSc1ccccc1NC(=O)c1ccc(C)o1	4.8	1.05	11.9	-1.5	2.0%	-1.2	-5.1	-4.1	1.07
COc1ccc(-n2c(N)c(C(=O)NCc3ccco3)c3nc4ccccc4nc32)c(OC)c1	10.3	1.04	7.5	-97.3[fluorescence artefact?]	3.0%[fluoresces]	5.4	-1.3	10.2	2.92*
O=C(NC1CCCCC1)c1nc2c(nnn2Cc2ccccc2Cl)c(=O)[nH]1	0.7	0.98	7.4	-0.3	3.0%	2.1	75.8*	1.5	1
CCCN(Cc1cc2cc(OC)ccc2[nH]c1=O)C(=O)c1ccncc1	-4.8	1.1	12.3	-14.1	5.0%	13.3	-8.0	2.5	1.9
COC(=O)CN(Cc1ccco1)S(=O)(=O)c1ccccc1	4.3	1	11.7	-3.5	1.0%	5.3	-2.8	6.5	1.04
O=C(COC(=O)C1CCCCC1C(=O)N1CCc2ccccc21)NCc1ccco1 (stereo unspecified)	-6.3	0.97	11.2	-9.6	3.0%	1.8	17.9	2.4	1.05
O=c1cc(C(F)(F)F)nc(-c2ccccc2)[nH]1	1.9	1.02	15.8	0.7	3.0%	1.7	-15.5	-0.8	1.06
Cc1nnc(C)n1/N=C/C=C/c1ccccc1	1.4	1.07	4.0	4.8	0.0%	2.1	-5.2	6.2	1.1
CCOc1ccccc1N(CC(=O)OC)S(=O)(=O)c1ccccc1	2.5	1.05	18.4	-5.2	0.0%	-1.1	1.2	-2.7	1.06
O=C(Oc1ccccc1C(=O)Oc1ccccc1)c1ccco1	-4.8	1.07	15.5	3.1	1.0%	-7.1	2.9	-11.7	1.06
Cc1ccccc1-c1nc(CS(=O)CC(=O)NCc2ccccc2)c(C)o1 (stereo unspecified)	-0.4	1.03	2.9	0.7	6.0%	0.4	10.3	0.5	1.06
CC1CC(C)CN(Cc2nc(N)nc(Nc3ccc4ccccc4c3)n2)C1 (stereo unspecified)	-8.7	1.02	5.0	0.7	5.0%	7.0	21.8	6.0	1.12
COC(=O)c1[nH]c2ccc(Cl)cc2c1NC(=O)CCN1CCOCC1	-3.6	1.01	7.4	-21.1	19.0%	3.6	-21.2	-0.6	2.06*
COc1cccc(C(=O)Nc2ccc(S(=O)(=O)NCc3ccco3)cc2)c1	-2.5	0.98	7.9	-0.4	5.0%	2.2	-26.6	5.9	1.08
CCC(C)(C)n1nnnc1C(c1ccccc1F)N1CCC(C(N)=O)CC1 (stereo unspecified)	-1.8	1	2.5	-0.2	12.0%	8.3	-2.7	8.4	1.04
Cc1ccc2nsnc2c1S(=O)(=O)NCc1ccc2c(c1)OCO2	5.5	1.08	9.1	2.3	2.0%	5.9	6.2	12.6	1.1
CCOC(=O)CSc1nc2cc(C(=O)NCc3ccco3)ccc2c(=O)n1C1CCCCC1	.	0.98	9.0	0.8	3.0%	.	-3.4	3.9	1.05
COc1ccc(Nc2nc(N3CCCC3)c3ccccc3n2)cc1	-8.3	1.05	16.4	-6.3	6.0%	5.0	76.2*	9.0	1.3
CC(=O)c1c(C)nc2ccc(Br)cc2c1C(=O)O	0.1	1.05	6.1	2.8	7.0%	-1.3	-7.0	2.8	1.04
Cc1ccc(-c2nn3c(C)nnc3s2)cc1NC(=O)c1cccnc1	-5.6	1.05	3.8	2.3	1.0%	1.4	-9.9	6.0	1.05
COc1cccc(CC(NC(C)=O)C(=O)NC2CCN(c3nc(C)cc(C)c3C#N)CC2)c1OC (stereo unspecified)	-8.3	1.05	8.4	-34.5	17.0%	-2.2	-3.1	1.9	3.02*
CCCCCC1CC(CC(C)C(=O)Nc2nncs2)C(=O)O1 (stereo unspecified)	-3.8	0.98	-1.6	-1.8	3.0%	2.5	8.8	3.8	1.03
C=C(C)C1Cc2c(C)nn(-c3nc(C)cc(C)n3)c2C1 (stereo unspecified)	7.7	0.97	.	-1.2	2.0%	-5.7	22.4	-2.5	1.03

Sorted by count of non-hydrogen atoms (rising): some entries from above
SMILES	JNK3 blocker	Abs 340nm	HEK293 NFkB inh	MMP-13 inhibitor	NADH enzymes	ROCK2 blocker	tolC growth inh	PKA inh	Fluor 339 460
O=C(Nc1ccc2nsnc2c1)c1cccs1	4.4	1.04	-2.2	0.0	4.0%	9.3	28.9	8.4	1.32
C=CCc1cccc2cc(C(=O)NC)c(=O)oc12	3.0	1.08	3.3	-11.0	10.0%	6.6	-11.1	11.3	1.76
CCCCCC1CC(CC(C)C(=O)Nc2nncs2)C(=O)O1 (stereo unspecified)	-3.8	0.98	-1.6	-1.8	3.0%	2.5	8.8	3.8	1.03
O=C(Oc1ccccc1C(=O)Oc1ccccc1)c1ccco1	-4.8	1.07	15.5	3.1	1.0%	-7.1	2.9	-11.7	1.06
COC(=O)c1[nH]c2ccc(Cl)cc2c1NC(=O)CCN1CCOCC1	-3.6	1.01	7.4	-21.1	19.0%	3.6	-21.2	-0.6	2.06*
O=C(NC1CCCCC1)c1nc2c(nnn2Cc2ccccc2Cl)c(=O)[nH]1	0.7	0.98	7.4	-0.3	3.0%	2.1	75.8*	1.5	1
CCOc1cc(C(=S)N2CCN(C)CC2)ccc1OCC(=O)N1CCOCC1	-3.4	1.02	5.0	1.4	3.0%	-0.7	-19.6	0.1	1.08
COc1ccc(C)cc1NC(=O)CN1CCN(S(=O)(=O)c2ccc(Cl)cc2)CC1	-0.1	0.99	14.7	-0.8	11.0%	3.1	-4.3	-1.5	0.98
O=C(COC(=O)C1CCCCC1C(=O)N1CCc2ccccc21)NCc1ccco1 (stereo unspecified)	-6.3	0.97	11.2	-9.6	3.0%	1.8	17.9	2.4	1.05
CCOc1ccc(C2c3c(oc4ccccc4c3=O)C(=O)N2CCCN2CCOCC2)cc1 (stereo unspecified)	-1.9	1.04	2.8	0.8	4.0%	1.1	0.3	2.2	1.11
O=C(Nc1ccccc1)N(CCCN1CCOCC1)Cc1cc2cc3c(cc2[nH]c1=O)OCCO3	-8.4	1.04	2.0	-29.1	5.0%[fluoresces]	-2.4	-1.9	4.5	2.5*

Next part
SMILES	JNK3 blocker	Abs 340nm	HEK293 NFkB inh	MMP-13 inhibitor	NADH enzymes	ROCK2 blocker	tolC growth inh	PKA inh	Fluor 339 460
Cc1csc(NC(=O)C2CCCCC2C(=O)O)n1 (stereo unspecified)	0.7	1.07	20.3	3.8	3.0%	-0.1	-1.0	-7.2	1.06
O=C(NCc1ccccc1)C(c1cccnc1)N(Cc1ccco1)C(=O)c1ccccn1 (stereo unspecified)	0.4	1.01	0.1	2.0	8.0%	3.3	-31.4	0.3	1.1
C1CCN=C(Nc2nn[nH]n2)CC1	-0.9	1	15.1	-2.3	5.0%	1.6	-8.6	6.6	1.1
Cc1cccc(NC(=O)CS(=O)(=O)c2cn(C)c3ccccc23)c1C	.	0.98	15.4	2.5	3.0%	.	8.7	-5.9	1.04
CCCCOc1ccc(CSc2ncn[nH]2)cc1	3.1	1.02	-22.3	-2.4	5.0%	5.7	27.0	6.0	1.11
COc1ccc(C2(C(N)=O)CCCCC2)cc1OC	-2.6	1.02	12.9	-2.0	14.0%	4.4	-7.8	7.3	0.65
O=C(O)CCCC(=O)NCCc1cccc(Cl)c1	0.0	1.03	-5.4	0.0	9.0%	5.2	-19.8	5.5	1.1
CC(=O)N1CCN(C(=O)Nc2cccc(C(F)(F)F)c2)CC1	-1.4	1.02	11.3	-4.1	6.0%	4.2	-1.3	6.9	1.03
CCN(CC)S(=O)(=O)c1ccc(C(=O)NCc2n[nH]c(=S)n2-c2ccccc2OC)cc1	.	1.04	3.0	-1.5	1.0%	.	-11.7	-0.7	1.06
O=C(c1ccc(Cl)cc1)C1CCN(C(=O)NC2CCCCC2)CC1	12.8	0.99	15.2	3.8	3.0%	3.0	31.3	10.1	1.02
C=CCn1c(SCC(=O)Nc2ccccc2OC)nnc1-c1ccccn1	2.1	1	8.9	0.2	1.0%	-3.3	10.3	5.5	1.06
Cc1ccc(N2C(=O)c3ccccc3C2Nc2cccnc2)nc1 (stereo unspecified)	2.4	0.99	3.9	1.3	1.0%	2.5	0.9	3.0	1.01
O=C(CCn1cccc1)NCc1ccccc1	-0.3	1.01	2.9	4.1	2.0%	-2.2	-6.4	-5.7	1.11
Cc1cc(C)nc(-n2nc(C)cc2NC(=O)c2ccc3c(c2)OCO3)n1	3.5	1.05	4.7	1.8	4.0%	-0.1	-1.6	-0.5	1.02

Not all compounds are listed; the hit share may differ from the screen's.
